# High-throughput results deposited in PubChem by several laboratories.
# MOR-DOR inv ag = inverse agonists of MOR-DOR heterodimerization, primary screen, cell-based, luminescence | Mu-type opioid receptor (Homo sapiens) + Delta-type opioid receptor (Homo sapiens), … | cell-based MOR-DOR heterodimer luminescence, inverse agonism | inhibition, % at 9.3 µM | hit rate 0.21% among 340,000; in the data active = inhibition above about 22%, passing the limit was not always enough;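 also: 0% = cells with DMSO and 100% = wells without cells with DMSO; values of inactives mirror those of a sister screen read the other way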
# Tat export inh = E. coli Tat export inhibitors, primary screen, MC4100, TorA-mCherry reporter, fluorescence, single point; hit rate 0.036% among 340,000; inhibition, % at 10 µM;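 active = mean replicate inhibition at least 50% and at least half of replicates individually reaching 50%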;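 also: exported cargo escapes ClpAP degradation while cytoplasmic cargo is degraded and loses fluorescence; 0% = median of neutral control wells and 100% = median of NaSCN control wells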
# Pemphigus Ab inh = inhibitors of pemphigus antibody binding to DSG3, primary screen, biochemical, bead-based, flow cytometry, scFv-GFP; binding (percent of control), % at 10 µM; hit rate 0.48% among 310,000; DSG3-coupled beads, scFv-anti-DSG3-GFP binding; hits give low values;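 active = binding more than 3 SD below its plate's average and above zero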;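 also: hits lower antibody fragment binding to DSG3; some compounds called inactive have numbers as strong as hits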
# Target sequence (P32926 whole entry, looked up, the tested form may be a part): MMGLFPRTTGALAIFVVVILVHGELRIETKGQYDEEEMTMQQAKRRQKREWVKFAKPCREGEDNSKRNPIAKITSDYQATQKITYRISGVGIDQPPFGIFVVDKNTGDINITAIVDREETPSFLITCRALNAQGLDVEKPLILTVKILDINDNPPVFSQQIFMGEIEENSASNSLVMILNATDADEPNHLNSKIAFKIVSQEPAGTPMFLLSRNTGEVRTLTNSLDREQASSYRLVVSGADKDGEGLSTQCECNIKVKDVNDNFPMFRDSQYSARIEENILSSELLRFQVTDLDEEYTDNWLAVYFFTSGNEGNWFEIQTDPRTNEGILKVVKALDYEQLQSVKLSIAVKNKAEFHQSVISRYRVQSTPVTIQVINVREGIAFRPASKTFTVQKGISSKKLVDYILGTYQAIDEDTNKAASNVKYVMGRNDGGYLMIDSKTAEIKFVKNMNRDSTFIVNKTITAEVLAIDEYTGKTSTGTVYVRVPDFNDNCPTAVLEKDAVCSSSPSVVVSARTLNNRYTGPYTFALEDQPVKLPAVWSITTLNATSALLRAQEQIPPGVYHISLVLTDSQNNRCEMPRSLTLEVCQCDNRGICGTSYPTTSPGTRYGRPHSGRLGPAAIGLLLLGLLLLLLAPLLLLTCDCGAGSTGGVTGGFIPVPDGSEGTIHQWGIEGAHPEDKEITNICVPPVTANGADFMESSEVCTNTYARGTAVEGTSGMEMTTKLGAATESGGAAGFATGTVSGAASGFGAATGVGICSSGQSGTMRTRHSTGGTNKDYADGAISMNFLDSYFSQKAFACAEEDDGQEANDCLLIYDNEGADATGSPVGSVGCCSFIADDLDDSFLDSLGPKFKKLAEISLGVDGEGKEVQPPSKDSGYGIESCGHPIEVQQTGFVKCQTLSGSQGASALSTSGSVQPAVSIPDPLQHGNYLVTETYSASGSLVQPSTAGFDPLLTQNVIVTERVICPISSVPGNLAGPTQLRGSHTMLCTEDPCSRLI
# phage Ecoli inh = growth loss of phage-infected E. coli, primary screen, RecBCD inhibitor project, absorbance, with phage, HTS; inhibition, % at 11.9 µM; hit rate 0.26% among 360,000; AID 651602, 2012; in the data active = inhibition above about 11%
# AddAB inh = growth inhibition of E. coli expressing H. pylori AddAB, primary screen, AddAB inhibitor project, absorbance; hit rate 0.29% among 330,000; inhibition, % at 11.9 µM; in the data active = inhibition above about 12%;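 also: 0% = vehicle wells of infected cells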
# Mot1-301 SUMO = yeast Mot1-301 growth rescue at high temperature, primary screen, SUMOylation pathway inhibitor project, S. cerevisiae, ATP luminescence, 38.5C; hit rate 1% among 320,000; growth rescue, % at 18.8 µM; AID 2716, 2010; S. cerevisiae Mot1-301 growth rescue; percent above DMSO median, 100 means doubled;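 active = every valid replicate shows activation above 250% relative to neutral control wells; inactive = the rest, any valid replicate at or below 250%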;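 also: OY570 slx delta 5 strain wells were the positive control but not used for scaling; some compounds called inactive have numbers as strong as hits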
# E coli growth = E. coli V3065 growth inhibition, primary screen, counter-screen for AddAB inhibitor project, absorbance, OD600. 18 h. inhibition, % at 11.9 µM. hit rate 0.27% among 330,000. AID 449728, 2010;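 active = inhibition above the campaign's mean inhibition across all tested compounds plus 3 SD, cut at about 9.9% in these data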;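 also: uninfected addAB+ strain grown without phage in ampicillin broth; 0% = DMSO wells and 100% = ciprofloxacin 0.95 µg/ml wells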
# Arrestin-AP2 inh = inhibitors of beta-arrestin/AP2 binding, primary screen, biochemical, GPCR trafficking, flow cytometry; inhibition, % at 10 µM; beta-arrestin 1 C-terminal peptide binding to AP2 beta2-adaptin appendage (human); hit rate 0.31% among 340,000; FITC-arrestin peptide / GST-AP2 beads; AP2 beta2 appendage carries R879A mutation;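 active = inhibition above a set limit, near 3 SD of compounds lacking own fluorescence, cut at about 54% in these data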;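 also: plate controls were DMSO wells for no effect and 5 µM unlabelled arrestin peptide for full effect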
#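 Measured by: flow cytometry, FL1 (488/535 nm); Material: AP2 appendage R879A on GSH beads; Evaluation: percent response; Timing: pre-incubation 12 min, peptide binding 1 h, room temperature; Also added: 50 nM FITC-arrestin peptide; Medium: PBS with 0.05% Tween 20 and 0.1% BSA.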
# PKA-R1A act = activators of PKA-R1A holoenzyme, primary screen, biochemical, fluorescence polarization, Cy5-IP20, bovine R1A, mouse PKAc | cAMP-dependent protein kinase type I-alpha regulatory subunit (Bos taurus) + … | PKA-R1A dissociation; scaled: DMSO 0%, 113 µM cGMP 100% | activation, % at 11.4 µM | hit rate 0.083% among 340,000;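 active = percent activation above the mean of all tested compounds plus 3 SD, cut at about 19% in these data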;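 also: higher means more PKAc released from R1A so a rise in polarization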
# PfHsp90 yeast 2 = growth inhibition of PfHsp90-expressing yeast, primary screen, antimalarial PfHsp90 inhibitor project, S. cerevisiae, BacTiter-Glo luminescence, single point, set 2; BacTiter-Glo ATP, 48 h; yeast lacking PDR1 and PDR3 efflux regulators; inhibition, % at 9.4 µM; hit rate 0.32% among 310,000;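 active = every replicate shows inhibition above about 80%, whatever the replicate mean, limit read from the data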;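 also: 0% = DMSO neutral controls and 100% = 20 µM radicicol positive controls; yeast relying on Plasmodium falciparum Hsp90 in place of its own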
# OPRM1-OPRD1 ag = agonists of OPRM1-OPRD1 heterodimerization, primary screen, cell-based, luminescence; hit rate 0.3% among 340,000; Mu-type opioid receptor (Homo sapiens) + Delta-type opioid receptor (Homo sapiens), …; activation, % at 9.3 µM; AID 504326, 2011; cells; in the data active = activation above about 18%;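 also: 0% = vehicle-treated cells and 100% = reference agonist; values of inactives mirror those of a sister screen read the other way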
# * hit, by the source's call; i = inactive; · = not tested or not shown.
SMILES,MOR-DOR inv ag,Tat export inh,Pemphigus Ab inh,phage Ecoli inh,AddAB inh,Mot1-301 SUMO,E coli growth,Arrestin-AP2 inh,PKA-R1A act,PfHsp90 yeast 2,OPRM1-OPRD1 ag
CCCCc1ccc(NC(=S)N2CCN(C(=O)OCC)CC2)cc1,8,-2,120,1.9,4.0,-13,0.0,1,0,2,-1.7
Cc1ccc(Cn2nnc3c(=O)[nH]c(C4CCN(S(=O)(=O)c5ccc(C)cc5)CC4)nc32)cc1,-2,23,94,-1.0,0.9,32,-2.0,2,-4,-13,0.3
COc1ccc(NS(=O)(=O)c2ccc(C(=O)OC(C)C(=O)N3CCOCC3)cc2)cc1 (stereo unspecified),4,9,108,1.2,-0.9,-14,-1.6,26,-5,36,-0.9
CCC(=O)c1cn(CC(=O)Nc2cccc(C)c2C)c2ccccc12,15,4,95,0.7,1.6,-22,0.1,19,5,38,-3.0
O=C(CN(C(=O)CSc1nc2ccccc2o1)c1cccc(F)c1)NC1CCCCC1,-17,1,100,2.6,0.4,2,-0.9,0,-5,15,2.9
CCOC(=O)C1CCCN(CCC(=O)Nc2cccc(F)c2)C1 (stereo unspecified),1,-6,96,0.5,2.9,6,0.6,11,-12,5,-0.2
COc1cc2cc3c(N)c(C(=O)Nc4sc(C)c(C)c4C#N)sc3nc2cc1OC,i,1,101,-1.6,-0.2,-4,-2.4,10,-2,9,117*
CCC1Oc2ccccc2N(Cc2ccccc2C)C1=O (stereo unspecified),-24,0,93,3.4,2.0,-23,2.7,17,-7,·,4.4
O=C(NC(=S)Nc1ccccc1N1CCCC1)c1ccc(F)cc1,-8,1,98,2.2,0.5,0,-1.9,14,-9,5,1.1
O=C(NCCOc1ccccc1)C1CCC(=O)N(Cc2ccc(Cl)cc2)C1 (stereo unspecified),17,5,107,1.4,0.7,-10,0.6,25,3,-7,-4.3
OCCC1CN(CCCc2ccccc2)CCN1Cc1ccccc1 (stereo unspecified),-16,-5,95,1.9,5.0,395,3.2,3,3,23,3.1
COc1cc(OC)cc(-c2c(-c3ccc(F)cc3)c3cc(-c4ccc(OC)nc4)ccc3n2C)c1,4,-3,100,3.0,2.0,-2,0.9,5,3,-4,-0.7
O=C(NNS(=O)(=O)c1ccccc1)c1cnn(-c2ccccc2)c1-n1cccc1,13,-1,·,2.5,0.5,·,-1.4,5,-9,·,-2.3
Cn1c(SCC(=O)N2CCCCCC2)nc2c([nH]c3ccccc32)c1=O,16,14,·,4.4,-0.2,176,-2.2,7,-5,-51,-2.5
CCC(=O)Nc1nnc(CSCc2ccc(F)cc2)s1,4,8,104,3.2,2.2,1,1.1,3,-12,1,-0.7
O=c1[nH][nH]cc1C=Nc1ccc(Cl)cc1,14,-2,88,1.2,0.7,-16,-1.7,-15,-6,-24,-2.8
CN(CC(=O)Nc1ccccc1Br)C(=O)c1ccccc1OCc1ccccc1Cl,-7,4,101,3.4,·,·,·,26,-7,-42,1.4
Cc1nc(COC(=O)c2cc(O)c3ccccc3c2O)cs1,-17,1,85,-2.0,·,·,·,46,-3,-4,3.3
Cc1ccc(-n2nc3c(c2NC(=O)C(C)C)CS(=O)(=O)C3)c(C)c1,14,1,108,1.0,-1.1,-23,-1.5,31,3,-7,-3.0
C[C@H]1COC(=O)CC/C=C\C[C@H](CC(=O)N(CCO)Cc2ccccc2)C(=O)N1,6,-42,97,0.8,0.2,0,0.4,·,-1,-33,-1.1
CN(C)CCCC1(O)c2ccccc2C=Cc2ccccc21,11,4,103,3.7,-0.3,6,0.0,-5,-6,1,-1.8
Cc1ccc(C(=O)NCCONC(=O)c2ccc(C)cc2)cc1,11,0,92,3.6,0.9,-4,0.6,-9,0,-5,-2.1
CC(C)(C)NC(=O)c1ccncc1,3,-3,92,2.2,2.1,-2,-2.2,-1,2,12,-0.5
CCOc1cc2c3c(c1)C1(C(=O)N3C(C)(C)C=C2C)C(C#N)=C(N)Oc2cc(O)ccc21 (stereo unspecified),2,2,·,2.9,3.4,20,4.0,9,10,0,-0.3
CCc1c(C2(O)CCCCC2)[nH]c2cnccc12,-2,21,109,4.0,2.7,8,2.9,25,-5,24,0.4
O=C(O)CCCCCNC(=O)OCC1c2ccccc2-c2ccccc21,6,9,100,0.7,0.2,3,0.8,-6,9,4,-1.2
N#CC(C#N)=C(N)/C(C#N)=C/c1cc(O)c(O)c(O)c1,-4,-5,95,-0.5,-3.6,-5,-5.8,43,-5,29,0.7
O=c1c2cnn(-c3ccccc3)c2ncn1Cc1cccnc1,2,-12,100,1.4,1.8,-15,1.0,8,-5,12,-0.3
COc1cc(/C=N\NC(=O)CC#N)ccc1OC/C=C/c1ccccc1,8,-5,108,3.5,·,-14,·,-9,-1,5,-2.5
Cc1cccc(Cc2c(C)nc3c(C(=O)N4CCN(Cc5ccc6c(c5)OCO6)CC4)cnn3c2C)c1,-39,11,103,-0.1,1.2,·,-0.9,5,1,18,7.2

# Looked up above.
# Cc1ccc(C(=O)NCCONC(=O)c2ccc(C)cc2)cc1 | E coli growth = 0.6
# Cc1ccc(-n2nc3c(c2NC(=O)C(C)C)CS(=O)(=O)C3)c(C)c1 | PfHsp90 yeast 2 = -7

# More records follow:
SMILES,MOR-DOR inv ag,Tat export inh,Pemphigus Ab inh,phage Ecoli inh,AddAB inh,Mot1-301 SUMO,E coli growth,Arrestin-AP2 inh,PKA-R1A act,PfHsp90 yeast 2,OPRM1-OPRD1 ag
CCC(C)NCCOCCOc1cc(C)c(Cl)c(C)c1 (stereo unspecified),-4,-1,98,3.0,1.9,25,-1.2,-3,-6,5,0.8
CC1Cc2ccccc2N1C(=O)NC1CC(=O)N(c2ccc3c(c2)OCCO3)C1 (stereo unspecified),14,-6,102,2.8,0.5,-14,1.9,-12,8,8,-2.6
CC(=O)N1CCN(S(=O)(=O)c2cccc(C(=O)Nc3ccccc3N3CCCCC3)c2)CC1,9,0,100,-0.2,·,·,·,-6,-18,-7,-1.8
Clc1ccccc1/C=N/N1CCN(Cc2ccccc2)CC1,-6,-8,100,5.0,-0.1,3,-0.8,6,-4,-6,1.4
O=C(CSC1=NS(=O)(=O)c2cc(F)ccc2N1)NCc1ccccc1,11,0,100,3.0,1.9,-4,1.4,2,-11,7,-2.2
COCC(=O)N(CCc1ccccc1)Cc1cc2cc(C)ccc2nc1Cl,2,2,95,3.1,-1.4,-7,1.3,35,-6,-10,-0.3
Cc1ccc(C(=O)N/N=C\C2CC=CCC2)cc1[N+](=O)[O-] (stereo unspecified),16,-1,110,3.4,-0.4,21,0.6,5,-2,-9,-4.0
CCOC(=O)c1cncc(O)c1,14,-2,98,0.9,2.3,-28,2.0,36,-11,-5,-2.6
Cn1c(=O)c2c(ncn2CC(=O)Nc2nc(-c3ccc(F)c(F)c3)cs2)n(C)c1=O,·,-1,97,1.3,2.2,-14,-1.1,10,10,-32,·
C=CCNC(=O)c1onc(CSc2ccc(Cl)cc2)c1C(=O)NCC=C,-10,-28,98,0.8,1.9,7,-0.2,1,-4,-10,1.8
CS(=O)(=O)N(CC(=O)N1CCOCC1)c1ccccc1Br,11,6,98,0.1,·,1,·,-1,-2,-12,-2.4
Cc1cc(=O)[nH]c2ccccc12,-2,-7,93,1.7,0.9,-14,-0.6,4,-2,-13,0.3
O=[N+]([O-])c1ccccc1/C=N/n1c(C2CCCCC2)n[nH]c1=S,-41,6,102,1.7,-2.0,17,-1.2,-3,-9,21,7.5
Cc1cc(OCC(=O)Nc2cnn(CCCC(=O)O)c2)ccc1Cl,14,0,·,0.8,2.7,-8,-1.2,-17,-4,-14,-2.7
CCOc1c(Cl)cc(CNCc2ccncc2)cc1OC,1,-1,101,3.1,0.5,-3,0.4,-9,6,·,-0.2
NC(=O)c1cccc(CS(=O)(=O)c2ccc(Cl)cc2)c1,2,-2,97,-3.3,-1.1,140,0.3,-4,-4,-12,-0.4
CC(=O)N(c1ccccc1)C(C(=O)c1ccccc1)c1ccccc1 (stereo unspecified),3,1,95,1.2,·,·,·,31,-9,·,-0.6
Cc1ccc2cc(C)c3nnc(SCC(=O)Nc4nc5c(s4)CCCC5)n3c2c1C,-2,3,96,0.8,0.8,368,0.2,10,-7,-36,0.3
CC(C)(C)c1ccccc1NC(=O)c1ccc(-n2cncn2)c([N+](=O)[O-])c1,-19,2,101,2.6,0.9,11,1.8,-2,-6,·,3.0
CCN(C(=O)COC(=O)c1ccc(C=O)cc1)c1c(N)n(Cc2ccccc2)c(=O)[nH]c1=O,9,3,·,-1.1,0.8,2,0.3,-7,1,-9,-2.4
CC(C)N(C(=S)NCc1ccccc1)C(C)C,-5,-3,106,3.5,0.7,-1,-1.6,19,-2,2,0.7
O=C(CNc1cccc(S(=O)(=O)N2CCCC2)c1)Nc1cccc(Br)c1,2,-15,102,-0.1,-0.3,0,1.6,-3,-7,-3,-0.3
Cc1cc(-c2nnc(SCC(=O)Nc3ccccc3)n2C)no1,12,5,113,0.7,0.8,-9,1.7,-4,-6,1,-2.2
O=C1/C(=C/c2cccc(Br)c2)SC(=S)N1CCC(=O)N(CCO)c1ccccc1,0,2,110,-0.5,-0.2,-4,-0.6,-20,-1,-26,0.0
O=C(Nc1ccc(Cl)cc1)Nc1ccc(N2CCCC2)c(S(=O)(=O)Nc2ccccc2Cl)c1,-10,-2,94,3.3,0.3,-11,2.2,0,-7,7,2.0
COc1ccc(N2CCN(C(=O)c3ccc(S(=O)(=O)N4CCCC4)cc3)CC2)cc1,7,-7,100,-2.0,-1.2,-6,-2.4,11,-6,11,-1.2
COc1cc(O)cc2cc3c(c(O)c12)C(=O)CC(C)(O)O3 (stereo unspecified),-1,0,94,0.4,2.2,-8,-0.7,12,-16,15,0.2
COc1cccc2sc3cc(C#CC4(O)CCCCC4)ccc3c(=O)c12,-5,-6,97,-1.4,2.9,10,0.5,20,-12,-11,1.0
CC(C)Cc1nc(SCC(=O)Nc2nnc(CC(C)C)s2)n[nH]1,12,-7,102,2.0,1.5,-16,-2.6,-12,-3,28,-2.3

# The order is random; about 2.8% have a hit in one of these screens.
